Assay outcomes deposited in PubChem by The Scripps Research Institute Molecular Screening Center.
IDE act: activators of human insulin-degrading enzyme in cells. actives 0.073% (n = 340,000). activation, % at 5.96 µM. P14735. HEK cells, FAbeta-B cleavage, fluorescence polarization; 0% vehicle, 100% cell-free pure enzyme wells;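 active means activation above the mean of all tested compounds plus 3 SD, set per screening campaign, cut at about 17% in these data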
Target sequence (P14735 whole entry, looked up): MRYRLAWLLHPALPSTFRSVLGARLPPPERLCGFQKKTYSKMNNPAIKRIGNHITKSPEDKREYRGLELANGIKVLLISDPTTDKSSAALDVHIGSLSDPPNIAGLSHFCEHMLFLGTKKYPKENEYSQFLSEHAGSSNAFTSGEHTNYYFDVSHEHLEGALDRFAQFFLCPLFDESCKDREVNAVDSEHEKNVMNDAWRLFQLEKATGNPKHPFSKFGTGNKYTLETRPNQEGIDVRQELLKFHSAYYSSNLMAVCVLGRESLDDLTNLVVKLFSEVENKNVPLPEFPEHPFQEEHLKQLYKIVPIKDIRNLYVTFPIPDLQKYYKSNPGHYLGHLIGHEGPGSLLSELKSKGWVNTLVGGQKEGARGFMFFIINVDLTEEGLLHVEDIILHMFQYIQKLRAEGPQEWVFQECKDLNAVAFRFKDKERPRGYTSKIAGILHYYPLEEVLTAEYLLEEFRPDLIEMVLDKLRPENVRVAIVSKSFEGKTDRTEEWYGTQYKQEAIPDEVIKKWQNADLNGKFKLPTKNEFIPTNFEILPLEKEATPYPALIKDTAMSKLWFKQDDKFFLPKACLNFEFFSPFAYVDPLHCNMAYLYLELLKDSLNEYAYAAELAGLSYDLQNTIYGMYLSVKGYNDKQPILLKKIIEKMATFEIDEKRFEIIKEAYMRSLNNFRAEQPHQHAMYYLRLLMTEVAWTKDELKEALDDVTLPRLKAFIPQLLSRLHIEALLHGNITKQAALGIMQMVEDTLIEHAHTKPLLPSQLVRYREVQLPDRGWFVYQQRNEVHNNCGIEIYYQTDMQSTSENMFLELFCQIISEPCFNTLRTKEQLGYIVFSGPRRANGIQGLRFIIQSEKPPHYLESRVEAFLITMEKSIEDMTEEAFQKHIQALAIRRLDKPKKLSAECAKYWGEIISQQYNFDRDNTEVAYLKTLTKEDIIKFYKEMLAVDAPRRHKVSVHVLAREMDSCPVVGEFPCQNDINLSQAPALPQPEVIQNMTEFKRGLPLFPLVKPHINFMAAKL
IDE cell inh: inhibits human insulin-degrading enzyme in HEK cells; FAbetaB cleavage, fluorescence polarization; inhibition, % at 5.59 µM; actives 0.41% (n = 320,000); AID 434962;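 active means percent inhibition above the average of all tested compounds plus 3 SD, set per screening campaign, cut at about 16% in these data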;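 further: IDE supplied by intact live HEK cells; FP after avidin binding of uncleaved biotin substrate so inhibition keeps polarization high; 0% = DMSO wells and 100% = 60 µM reference IDE inhibitor Ii1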
Starred values were filed as active, the others as inactive.

entry	IDE cell inh	IDE act	structure
1	5	7	O=C(CCS(=O)(=O)c1ccccc1)NNC(=O)CSc1ccccc1F
2	2	-1	O=C(N[C@H]1C/C=C\C[C@H](CC(=O)N(CCO)Cc2ccccc2)C(=O)N[C@H](Cc2c[nH]c3ccccc23)COC1=O)OCC1c2ccccc2-c2ccccc21
3	-1	4	Cc1cccc(C(=O)O[C@H]2[C@H](C)NS(=O)(=O)[C@H]3CC4C=C[C@]23O4)c1
4	3	5	Cc1ccc(S(=O)(=O)Nc2ccc3c(c2)C(=O)N([C@H](C)CO)C[C@H](C)[C@@H](CN(C)Cc2ccccc2)O3)cc1
5	3	5	CN(C)S(=O)(=O)c1cccc(NC(=O)COC(=O)c2cccnc2Cl)c1
6	3	-2	COc1ccccc1[N+](=O)[O-]
7	-1	0	CCOC(=O)/C=C1\SCC(=O)N1CC(=O)Nc1cc(S(=O)(=O)N(C)C)ccc1C
8	2	5	C[C@@H]1NS(=O)(=O)[C@H]2C[C@@H]3C=C[C@]2(O3)[C@H]1OC(=O)c1ccc(C(C)(C)C)cc1
9	-1	4	CCc1cccc(C)c1NC(=O)CN1C(=O)NC(CCc2ccccc2)C1=O (stereo not drawn)
10	3	-4	Cc1ccc(-n2ccnc(SCC(=O)NC3CCCC3)c2=O)cc1F
11	7	7	CC(C)(C)OC(=O)C[C@H]1C/C=C\C[C@H](CC(=O)N[C@H](CO)Cc2ccccc2)C(=O)N[C@H](C(C)(C)C)COC1=O
12	1	-4	COC(=O)c1nn(-c2ccccc2)c(Cl)c1/C=N/OCc1c(Cl)cccc1Cl
13	-2	2	CCOc1ccc(OCCCC(=O)N(CC)CC(=O)Nc2c(F)cccc2F)cc1
14	-3	-2	O=C(Nc1ccc(S(=O)(=O)NC2=NCCCCC2)cc1)c1cccs1
15	-1	-3	CC(=O)Nc1ccc(NC(=O)CSc2ccc(-c3ccc(-n4ccnc4)cc3)nn2)cc1
16	-2	1	COc1ccc(C(=O)OCC(=O)N2CCCCCC2)cc1S(=O)(=O)N1CCOCC1
17	7	1	Cc1cc(C)cc(N(CCC#N)C(=O)COC(=O)C2CCN(S(=O)(=O)c3ccc(C)c(C)c3)CC2)c1
18	-3	2	COc1ccccc1C(=O)NC(=O)CSc1nncn1C
19	4	2	CN(CC(=O)Nc1ccccc1Cl)C(=O)COC(=O)c1ccc(Cl)nc1
20	3	-4	CCSc1cc(N2CCCC2)nc(-c2ccc(Cl)cc2)n1
21	1	-2	CC(C)(C)CN1CCNC[C@H]1Cc1ccc(O)cc1
22	2	-3	COc1ccccc1/C=C/C(=O)OCC(=O)NC1CCS(=O)(=O)C1 (stereo not drawn)
23	4	5	CC(OC(=O)COc1cccc2c1OC(C)(C)C2)C(=O)Nc1ccc(S(N)(=O)=O)cc1 (stereo not drawn)
24	2	3	C[C@H](CO)N1C[C@H](C)[C@@H](CN(C)C(=O)Nc2ccc(C(F)(F)F)cc2)Oc2ccc(NC(=O)Cn3cnnn3)cc2C1=O
25	2	2	COc1cccc(C(=O)O[C@@H]2[C@H](Cc3ccccc3)NS(=O)(=O)[C@H]3C[C@@H]4C=C[C@]23O4)c1
26	2	2	Cc1ccccc1NC(=O)Cc1nc(COC(=O)c2ccc(Cl)nc2)cs1
27	1	4	COc1ccccc1NS(=O)(=O)c1ccc(C)c(NC(=O)c2c(C)noc2C)c1
28	-3	-2	CC1CCN(C(=O)C2COc3ccccc3O2)CC1 (stereo not drawn)
29	1	-5	CCn1cnnc1SCC(=O)Nc1ccccc1C(=O)NC1CC1
30	6	4	O=C(CNC(=O)c1ccc(C(F)(F)F)cc1)NC1CC1
31	3	-2	COc1ccc(COC(=O)C2CCN(C(=O)c3ccc(Cl)cc3)CC2)cc1F
32	3	9	Cc1ccc(C)c(S(=O)(=O)Nc2cc3c4c(c2)CCN4C(=O)CC3)c1
33	7	4	C[C@@]12C(=O)N(CC3CCCO3)CC(=O)N1[C@H]1c3cc(Cl)ccc3OC[C@@H]1[C@@H]2c1ccccc1 (stereo partly drawn)
34	1	6	COc1ccc(CCC(=O)N/N=C/c2ccc3c(c2)OCO3)cc1
35	3	4	O=S(=O)(c1ccc(F)cc1)N1CCN(Cc2nnc(-c3ccccc3)o2)CC1
36	-1	5	Cc1cc(C(=O)OCC(=O)NCc2ccc(Cl)cc2Cl)c(C)o1
37	-1	2	OCC[C@H]1C[C@@H](O)[C@H](O)[C@]2(CCc3ccccc3O2)O1
38	-4	2	Cc1cc(=O)[nH]c(SCC(=O)Nc2ccc3c(c2)CCC3)c1C#N
39	-2	-3	CC12CCC(=O)N1C(C(=O)Nc1nc(-c3cc(F)ccc3F)cs1)CS2 (stereo not drawn)
40	1	5	CC(CCl)OC(C)CCl (stereo not drawn)
41	-2	6	CCOC(=O)[C@H]1[C@H]2COc3ccc(Br)cc3[C@@H]2N2C(=O)CN(Cc3ccc(OC)cc3)C(=O)[C@@]12C
42	5	7	C=CCn1nc2ccccc2c1OCCO
43	3	-3	O=C(CSC1=NS(=O)(=O)c2cc(Cl)ccc2N1)Nc1cccc(F)c1
44	2	4	CC(C)(Sc1ccc(CCN(CCCCC2CCCCC2)C(=O)NC2CCCCC2)cc1)C(=O)O
45	7	5	CSCCC(NC(=O)COc1ccccc1)C(=O)NCCOc1ccccc1 (stereo not drawn)
46	9	-1	COc1cc(-c2noc(C)c2C(=O)NCc2ccc3c(c2)OCO3)cc(OC)c1OC
47	5	-2	O=C(CN1C(=O)NC2(CCCCC2)C1=O)Oc1ccc2ccc(=O)oc2c1
48	-1	-1	Cc1cccc(NC(=O)CNC(=O)CN2C(=O)NC3(CCCCC3C)C2=O)c1C (stereo not drawn)
49	3	1	CCOc1ccc(CCNC(=O)c2ccc(S(=O)(=O)N3CCCC3)cc2)cc1OCC
50	2	2	COc1ccc(NC(=O)CNC(=O)c2sc3ccccc3c2Cl)c(OC)c1
51	4	-4	CN1CCc2c(sc(NC(=O)C3CCCN3S(=O)(=O)c3ccc(Cl)s3)c2C(N)=O)C1 (stereo not drawn)
52	-7	0	COc1cccc(N2CC(NC(=O)C(=O)c3c[nH]c4ccccc34)CC2=O)c1 (stereo not drawn)
53	-2	0	CCOC(=O)c1c(C)[nH]c(C)c1C(=O)COC(=O)c1ccc(Cl)nc1
54	-5	0	CC(C)(C)NC(=O)CSc1nc2cc(S(=O)(=O)N3CCCCC3)ccc2o1
55	-3	3	COc1ccc(NC(=O)c2cc(-c3ccccc3)nc3c2cnn3C(C)C)c(OC)c1
56	1	1	CSCCC(NC(=O)c1ccccc1Br)C(=O)NCCCn1nc(C)cc1C (stereo not drawn)
57	1	-2	O=C(CNc1cccc(S(=O)(=O)N2CCOCC2)c1)Nc1ccc(C(F)(F)F)cc1
58	-1	1	C[C@H](NS(=O)(=O)c1ccc2c(c1)OCCCO2)C(=O)N1CCN(Cc2ccc(C#N)cc2)CC1
59	2	5	CCOc1ccc(Br)cc1C1=CC(=O)C[C@H](c2ccc(OC)cc2)C1
60	-7	-1	c1ccc(COc2ccc3nocc3c2)cc1

Next entries.
entry	IDE cell inh	IDE act	structure
61	6	5	Cc1cc(C)cc(NC(=O)Cc2ccc(S(=O)(=O)N3CCCC3)s2)c1
62	0	4	CCCN(CC(=O)Nc1ccccc1C)C(=O)C1CC(=O)N(c2cccc(C)c2C)C1 (stereo not drawn)
63	3	3	O=C(CNC(=O)c1ccccc1F)Nc1ccc2c(c1)OCO2
64	1	6	CCN1C(=O)[C@@H]2[C@@H](c3ccc(-c4ccc(F)cc4)cc3)N3CCCC[C@@]3(C(=O)OC)[C@@H]2C1=O
65	8	-7	Cc1ccc(OCCC(=O)N(Cc2ccccc2)c2c(N)n(Cc3ccccc3)c(=O)[nH]c2=O)cc1
66	-1	3	CC1CCc2c(sc(NC(=O)c3ccc(N4C(=O)CCC4=O)cc3)c2C(N)=O)C1 (stereo not drawn)
67	6	4	O=C(CSc1nc2[nH]c(=O)cc(O)c2s1)Nc1cccc(Br)c1
68	0	-5	COc1cc2cc(CCCOC(=O)c3ccc(Br)cc3)oc(=O)c2cc1OC
69	-10	1	CC(C)CN(C(=O)COC(=O)c1cnccn1)c1c(N)n(Cc2ccccc2)c(=O)[nH]c1=O
70	1	7	CC(=O)c1cccc(NC(=O)CSc2ncc(C(=O)Nc3ccccc3)c(=O)n2C)c1
71	3	3	Cc1cc(OCC(=O)Nc2cc(S(=O)(=O)N3CCOCC3)ccc2N2CCCC2)ccc1C(C)C
72	2	5	O=C(COC(=O)c1cccc([N+](=O)[O-])c1)NNC(=O)c1cccs1
73	3	4	CCOc1cc(/C=C/C(=O)OCC(=O)NCCN2C(=O)CSC2=O)ccc1OCC(C)C
74	2	6	O=C(C[C@H]1C/C=C\C[C@H](Cc2ccc(F)cc2)C(=O)O[C@@H](c2ccccc2)CNC1=O)N[C@@H](CO)Cc1ccccc1
75	4	4	COc1ccc(C)cc1NC(=O)CN1CCCC1c1ccc2c(c1)OCCCO2 (stereo not drawn)
76	1	0	CCOc1ccccc1OCCCC(=O)N(CC)CC(=O)Nc1c(F)cccc1F
77	8	3	CCN(CC(=O)Nc1c(F)cccc1F)C(=O)c1cnccn1
78	6	5	CC(C)(C)OC(=O)C[C@@H]1C/C=C\C[C@@H](CC(=O)NCCO)C(=O)N[C@H](C(C)(C)C)COC1=O
79	4	5	COc1ccccc1CNC(=O)CN1c2cccc3cccc(c23)S1(=O)=O
80	0	2	CN(CC(=O)Nc1ccc(Cl)c(S(=O)(=O)N2CCOCC2)c1)C(=O)c1ccc(C#N)cc1
81	-2	1	CCCCn1c(N)c(N(C)C(=O)C2CC(=O)N(Cc3ccco3)C2)c(=O)[nH]c1=O (stereo not drawn)
82	8	1	COC(=O)C1CCN(C(=O)c2ccc(Cl)c(S(=O)(=O)NCc3ccco3)c2)CC1
83	-3	1	COc1ccc(C)cc1NC(=O)CNC(=O)c1sc2ccccc2c1Cl
84	1	-4	Cn1nnnc1SCC(=O)Nc1ccc(C(=O)N2CCN(Cc3ccccc3F)CC2)cc1
85	-3	0	COc1ccc(-c2sc3cc(OC)c(OC)cc3c2C#CCO)cc1
86	2	-1	O=C(COC(=O)/C=C/c1ccc(Cl)cc1)NC1CCCC1
87	-3	1	O=C(COc1ccc(-c2ccccc2)cc1)NNC(=O)Nc1ccccc1
88	-6	4	Cc1cc(C(=O)NNC(=O)c2ccccc2[N+](=O)[O-])c(C)o1
89	0	-1	Sc1nnc(-c2ccc(Cl)cc2)n1Cc1ccccc1
90	-1	-3	O=C(CCC(=O)N1CCN(c2ccccn2)CC1)c1ccc(Cl)s1
91	-2	0	CCC(CO)Oc1cc(NCc2ccccn2)c2ncn(C(C)C)c2c1 (stereo not drawn)
92	4	3	CCC(=NNC(=O)c1ccc2c(c1)nc(C)n2CC)c1cc(F)ccc1O
93	7	0	COc1cc(NC(=O)COC(=O)c2ccccc2SCC(=O)N2CCCC2)cc(OC)c1
94	5	3	CCN(CC)S(=O)(=O)c1ccc(OC(C)C)c(NC(=O)C2=COCCO2)c1
95	-4	-1	Cc1ccc(S(=O)(=O)N2CCCCC2)cc1NC(=O)[C@@H]1CCCN1C(=O)c1cccs1
96	2	3	COc1ccc(C(C)=O)cc1CSc1ccc(S(=O)(=O)N2CCOCC2)cn1

A section from the list above:
entry	IDE cell inh	IDE act	structure
84	1	-4	Cn1nnnc1SCC(=O)Nc1ccc(C(=O)N2CCN(Cc3ccccc3F)CC2)cc1
85	-3	0	COc1ccc(-c2sc3cc(OC)c(OC)cc3c2C#CCO)cc1
86	2	-1	O=C(COC(=O)/C=C/c1ccc(Cl)cc1)NC1CCCC1
87	-3	1	O=C(COc1ccc(-c2ccccc2)cc1)NNC(=O)Nc1ccccc1
88	-6	4	Cc1cc(C(=O)NNC(=O)c2ccccc2[N+](=O)[O-])c(C)o1
89	0	-1	Sc1nnc(-c2ccc(Cl)cc2)n1Cc1ccccc1
90	-1	-3	O=C(CCC(=O)N1CCN(c2ccccn2)CC1)c1ccc(Cl)s1
91	-2	0	CCC(CO)Oc1cc(NCc2ccccn2)c2ncn(C(C)C)c2c1 (stereo not drawn)
92	4	3	CCC(=NNC(=O)c1ccc2c(c1)nc(C)n2CC)c1cc(F)ccc1O
93	7	0	COc1cc(NC(=O)COC(=O)c2ccccc2SCC(=O)N2CCCC2)cc(OC)c1
94	5	3	CCN(CC)S(=O)(=O)c1ccc(OC(C)C)c(NC(=O)C2=COCCO2)c1
95	-4	-1	Cc1ccc(S(=O)(=O)N2CCCCC2)cc1NC(=O)[C@@H]1CCCN1C(=O)c1cccs1
96	2	3	COc1ccc(C(C)=O)cc1CSc1ccc(S(=O)(=O)N2CCOCC2)cn1

(cont.)
entry	IDE cell inh	IDE act	structure
97	4	3	Cc1ccc(-n2ccnc2SCC(=O)c2c(N)n(C3CC3)c(=O)[nH]c2=O)cc1C
98	0	3	CC(C)c1ccc(S(=O)(=O)N2CCN(C(=O)CN3C(=O)c4ccccc4C3=O)CC2)cc1
99	-5	1	COc1cc(C(=O)NC(C)c2ccccc2)ccc1OCC(=O)N1CCOCC1 (stereo not drawn)
100	-3	-4	O=C1NC(c2ccccc2)=CC(c2ccccc2O)N1 (stereo not drawn)
101	1	-3	CCCc1cc(=O)[nH]c(SCC(=O)NCC2COc3ccccc3O2)n1 (stereo not drawn)
102	1	-5	Cc1ccc(CNC(=O)C2CCN(c3nc(C)cc(C)n3)CC2)cc1
103	3	4	CC(=O)N1CCN(C(=O)c2ccc(NS(=O)(=O)c3ccc4[nH]c(=O)[nH]c4c3)cc2)CC1
104	7	-3	COc1ccc(NC(=O)c2ccc(N3CCCC3=O)cc2)cc1Cl
105	6	2	CC(=O)Nc1cccc(NC(=O)CSc2nc(=O)n(CCCN3CCOCC3)c3c2CCC3)c1

These rows are one share of the data; rates above refer to the full screens.
